ADAM17 inh: inhibits human ADAM17. P78536. recombinant ADAM17, EDANS/DABCYL FRET peptide cleavage. inhibition, % at 6.95 µM. 0.83% of 370,000 active;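 active = inhibition above the mean of compounds lying between control limits plus 3 SD, set per campaign, cut at about 8.5% in these data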;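 also: 0% = DMSO-only wells as the low control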
DDE Tn6 FP inh: inhibitors of Tn6 peptide binding to human fibrin DD(E) | 0.21% of 370,000 active | inhibition, % at 8.3 µM | Fibrin DD(E) TRITC-Tn6 fluorescence polarization displacement | AID 720509;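 active = inhibition above a per-campaign cutoff: mean of compounds within control limits plus 3 SD, cut at about 15% in these data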;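 also: 0% = median of all compound wells on the plate and 100% = blocking peptide control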
Target sequence (P02675 whole entry, looked up): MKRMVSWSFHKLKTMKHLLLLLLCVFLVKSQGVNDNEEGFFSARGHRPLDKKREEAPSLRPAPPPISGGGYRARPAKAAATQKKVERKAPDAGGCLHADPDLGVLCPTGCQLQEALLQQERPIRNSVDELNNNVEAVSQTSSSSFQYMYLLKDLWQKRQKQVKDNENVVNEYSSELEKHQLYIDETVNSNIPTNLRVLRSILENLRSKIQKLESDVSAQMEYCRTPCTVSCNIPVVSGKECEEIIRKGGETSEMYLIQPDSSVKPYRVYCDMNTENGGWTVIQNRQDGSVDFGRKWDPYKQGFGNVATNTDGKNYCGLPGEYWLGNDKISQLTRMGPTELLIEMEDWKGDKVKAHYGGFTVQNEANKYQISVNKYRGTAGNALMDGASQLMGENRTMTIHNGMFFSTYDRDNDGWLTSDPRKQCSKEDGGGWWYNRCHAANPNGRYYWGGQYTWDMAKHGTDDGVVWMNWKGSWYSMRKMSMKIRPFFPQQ
proKLK7 act: activates the human kallikrein-7 zymogen; purified proKLK7, EDANS-DABCYL substrate fluorescence; 100% is mature enzyme control, 0% vehicle; activation, % at 7 µM; 0.9% of 370,000 active;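 active = activation above the mean of all tested compounds plus 3 SD, computed per campaign excluding outliers beyond control limits, cut at about 13% in these data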
ARFGAP1 inh: rat ARFGAP1 inhibition. Q62848. Arfgap1-stimulated ARF1 GTP hydrolysis, GDP FP detection. 0.26% of 360,000 active. inhibition, % at 16.5 µM;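 active = inhibition above a per-plate limit, mean inhibition of low control wells plus 3 SD, cut at about 25% in these data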;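 also: 0% = DMSO wells with enzyme and 100% = wells lacking Arfgap1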
Target sequence (Q62848 1-136 limits assumed): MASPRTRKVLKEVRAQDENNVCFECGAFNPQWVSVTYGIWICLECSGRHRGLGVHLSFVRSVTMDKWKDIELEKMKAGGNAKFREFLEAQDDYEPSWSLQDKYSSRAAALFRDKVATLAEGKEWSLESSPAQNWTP
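material = rat Arfgap1 catalytic domain, aa 1-136 | also added = human ARF1(Δ1-17)-GTP substrate | compound dosing = one concentration, 16.5 µM, DMSO 1.26% | times = GTP hydrolysis reaction 2 h at 25 °C | measured by = FP, GDP Alexa 633 tracer displaced from anti-GDP antibody, 620/688 nm | evaluation = percent inhibition of Arfgap1-stimulated GTP hydrolysis | replication = single well per compound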
LEDGF integ inh: blocks HIV-1 LEDGF/p75-dependent DNA integration. TR-FRET IN-LEDGF/p75 DNA integration, Eu/Cy5. inhibition, % at 3.7 µM. 0.64% of 370,000 active. AID 743269;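 active = inhibition above the screen-wide mean plus 3 SD, cut at about 13% in these data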;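 also: signal is the Cy5 over europium emission ratio at 671 and 618 nm; 0% = plate median of compound wells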
DDE Tn7 FP inh: disrupts Tn7 cyclic peptide binding to fibrin D-Dimer-E complex. P02675. FP displacement of FITC-Tn7 peptide from fibrin DD(E); 0% = median of compound wells per plate. inhibition, % at 8.3 µM. 0.13% of 370,000 active. AID 720508;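 active = inhibition above the mean of compounds falling within the control limits plus 3 SD of them, cut at about 14% in these data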;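 also: 0% = plate median of compound wells and 100% = 10 µM Aha-Tn7 peptide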
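Assay system: Fibrin-DD(E) protein isolated from polymerized human fibrin clots; read-out basis: percent inhibition; medium: Tris/NaCl/CaCl2 buffer, pH 7.8; signal: FP measurement; incubation: 10 min plus 3 h, room temperature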
ASAP1 GAP inh: inhibitors of human ASAP1 ArfGAP activity; Q9ULH1; ASAP1-stimulated ARF1 GTP hydrolysis, GDP FP detection; inhibition, % at 16.5 µM; 0.19% of 360,000 active; AID 624377; in the data active = inhibition above about 25%;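 also: 0% = vehicle with enzyme and substrate and 100% = no enzyme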
TDP2 absorb: blocks human TDP2 phosphodiesterase activity; recombinant TDP2, T5PNP hydrolysis, p-nitrophenol absorbance 415 nm; inhibition, % at 12.8 µM; 0.34% of 370,000 active; AID 720702;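 active = inhibition above the mean of all tested compounds plus 3 SD, set per campaign, cut at about 25% in these data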;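 also: 0% = DMSO with enzyme and 100% = buffer with substrate but no TDP2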
Target sequence (O95551 whole entry, looked up): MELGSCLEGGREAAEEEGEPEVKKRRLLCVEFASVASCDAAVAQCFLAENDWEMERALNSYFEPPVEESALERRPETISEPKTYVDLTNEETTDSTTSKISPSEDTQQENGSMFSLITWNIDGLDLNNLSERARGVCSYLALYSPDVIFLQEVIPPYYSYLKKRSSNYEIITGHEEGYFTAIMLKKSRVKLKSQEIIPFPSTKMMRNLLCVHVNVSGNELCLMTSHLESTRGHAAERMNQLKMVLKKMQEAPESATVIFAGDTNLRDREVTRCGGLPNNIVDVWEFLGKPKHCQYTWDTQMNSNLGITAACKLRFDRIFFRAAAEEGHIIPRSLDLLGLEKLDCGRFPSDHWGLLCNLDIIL
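Read-out basis: percent inhibition. System: recombinant human TDP2. Buffer or medium: Mg2+-containing Tris-HCl buffer, pH 7.5. Repeats: single replicate. Timing: reaction 2 h, 37 °C. Benchmarks: high control without enzyme, low control DMSO plus TDP2. Probe or stimulus: 5 mM T5PNP. Doses: 12.8 µM only. Measured by: epi absorbance of p-nitrophenol freed from T5PNP by hydrolysis.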
ADAM10 inh: ADAM10 inhibition, QFRET primary screen; O14672; recombinant ADAM10, EDANS/DABCYL FRET peptide cleavage, 3 h; inhibition, % at 7 µM; 0.62% of 370,000 active; AID 720582;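 active = inhibition above a per-campaign cutoff equal to the mean of compounds falling between control-based bounds plus 3 SD, cut at about 20% in these data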;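 also: 0% = DMSO wells while the 100% control is not disclosed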
PLCg1 inh: PLC-gamma1 (human) inhibition, primary screen; 0.84% of 370,000 active; P19174; inhibition, % at 12.2 µM; purified PLC-gamma1, fluorogenic substrate, fluorescence; in the data active = inhibition above about 9.5%
An asterisk follows results filed as active; i = inactive; / = not tested or not shown. An unsorted share of the library, and some 4.2% of all compounds hit somewhere here.

SMILES	ADAM17 inh	DDE Tn6 FP inh	proKLK7 act	ARFGAP1 inh	LEDGF integ inh	DDE Tn7 FP inh	ASAP1 GAP inh	TDP2 absorb	ADAM10 inh	PLCg1 inh
COc1ccc2nc(SCC(=O)Nc3ccc4[nH]c(=O)[nH]c4c3)[nH]c2c1	-1	-2	0.0	8	-3	-2	-12	8	-4	-3
COc1ccc(-c2[nH]ncc2/C=N\NS(=O)(=O)c2ccccc2)cc1OC	-6	6	-0.4	-4	0	7	-7	5	4	-4
NC(=O)c1ccc(NC(=O)Cc2cccs2)cc1	-3	10	-0.3	-14	2	9	-1	12	2	-3
CCOC(=O)C(C)Oc1cccc2c(=O)n(CC(=O)NCCc3ccc(OC)c(OC)c3)ccc12 (stereo not drawn)	-7	-2	0.0	-3	-2	-1	2	5	-27	-1
CCOC(=O)c1c(-c2ccccc2)csc1NC(=O)/C(C#N)=C/c1ccc(OC)c(OC)c1	0	-7	0.1	-2	0	6	1	7	-5	-6
CCNC(=O)C1CCCN1S(=O)(=O)c1ccc(OC)cc1 (stereo not drawn)	-3	-3	-0.6	-6	0	0	6	8	-2	3
Cc1ccc(-c2nn(-c3cccc(F)c3)cc2CNCCc2ccncc2)o1	-8	-1	3.7	3	3	-8	20	-14	-22	-26
Cc1ccccc1C1C(C#N)=C2N=C(N)c3ccccc3N2C2=C1C(=O)CCC2 (stereo not drawn)	1	2	0.0	1	3	0	-11	-6	4	0
OC(Cn1cncn1)c1ccc(Cl)cc1Cl (stereo not drawn)	1	10	-0.9	-1	-3	1	-21	0	7	-1
CC(=O)c1c(C)[nH]c(C(=O)OCC(=O)NCc2cccs2)c1C	0	-1	-0.1	-6	2	-8	-7	8	-4	-2
O=C(Cc1csc(N2CCOCC2)n1)N/N=C/c1ccc(F)cc1	0	-4	-0.6	-6	3	0	-4	6	2	-1
Cc1[nH]c2ccccc2c1C(=O)CN1CCC(C)CC1	-5	3	-0.2	4	0	-3	-3	11	6	-1
Cc1ccc(C(C(=O)NC(C)(C)C)N(Cc2cccs2)C(=O)c2ccc3c(c2)OCCO3)cc1 (stereo not drawn)	-1	-1	0.4	-8	3	7	-2	-4	7	3
O=C(O)C1C2C=CC(C3CC23)C1C(=O)NCCc1ccccc1 (stereo not drawn)	0	8	0.0	5	0	2	-7	-9	3	-1
COc1ccc(C2(C)NC(=O)N(CC(=O)NC3CCCC3)C2=O)cc1OC (stereo not drawn)	1	2	0.1	14	4	0	1	4	-2	-1
O=C(c1ccc(S(=O)(=O)Nc2ccccc2)cc1)N1CCCC(C(F)(F)F)C1 (stereo not drawn)	-2	2	-0.2	-4	-2	5	-6	-9	6	1
C[C@@H]1CN([C@H](C)CO)C(=O)CCCn2nncc2CO[C@H]1CN(C)S(=O)(=O)c1ccc(Oc2ccccc2)cc1	0	-1	-0.2	0	5	5	0	2	-1	4
O=C(O)c1cccnc1SC1CC(=O)N(CCc2ccccc2)C1=O (stereo not drawn)	-4	-10	0.0	12	4	0	0	-2	12	3
CCn1c(=O)n2n(c1=O)[C@H]1C[N+](Cc3ccc4c(c3)OCO4)=C(N)NC1=C(C)C2	0	5	/	/	0	-7	/	5	2	0
CCCCCCCCOC(=O)C1=C(C)Nc2nnnn2C1c1cccs1 (stereo not drawn)	10*	-6	0.9	11	4	-3	-1	-12	20*	-2
CC(Cc1cccnc1)NC(=O)c1cc(COc2ccc(F)cc2F)on1 (stereo not drawn)	-1	0	0.5	5	5	0	-3	-16	-3	1
O=C(OCC(=O)N1CCc2ccccc21)c1ccc[n+]([O-])c1	-4	-4	-0.5	-2	-3	2	8	1	3	-1
O=C(N/N=C\c1cccc([N+](=O)[O-])c1O)C1COc2ccccc2O1 (stereo not drawn)	1	-4	0.2	3	-10	6	-3	-1	10	0
Cc1cc(S(=O)(=O)N2CCOCC2)ccc1OCC(=O)Nc1ccc(F)cc1	-2	4	-0.3	5	-2	3	9	2	6	0
Cc1ccc(S(=O)(=O)NCN2C(=O)c3ccccc3C2=O)cc1	-1	9	-0.6	-1	1	-1	-1	-3	-1	3

The list continues:
SMILES	ADAM17 inh	DDE Tn6 FP inh	proKLK7 act	ARFGAP1 inh	LEDGF integ inh	DDE Tn7 FP inh	ASAP1 GAP inh	TDP2 absorb	ADAM10 inh	PLCg1 inh
Cc1nnc(SCC(=O)NCc2ccccc2Cl)[nH]c1=O	-1	11	0.2	-1	1	7	-3	2	-4	-1
Cc1oc2cc(O)cc(O)c2c(=O)c1-c1ccc2c(c1)OCCCO2	-1	10	-0.3	2	0	4	2	-3	2	0
COCCn1c(SCC(=O)N2CCCCCC2)nc2c([nH]c3ccccc32)c1=O	-3	2	0.6	-2	-2	-2	9	9	-3	1
CC(=O)Nc1ccccc1N(C)S(=O)(=O)c1ccc(C)cc1	-1	1	-0.1	8	2	1	-5	-1	3	0
O=C(N/N=C\c1cccnc1)c1cc(-c2ccc(Cl)s2)[nH]n1	0	-2	-0.5	18	-9	-9	17	-4	-8	1
CSc1n[nH]c(NC2=CC(=O)CCC2)n1	-13	-5	0.8	13	-6	6	1	-1	-16	-28
COC(=O)C(NC(=O)c1cccnc1Cl)C(C)C (stereo not drawn)	-5	0	0.5	6	-1	1	-7	6	-10	0
O=C(Nc1ccc(F)cc1)c1cccnn1	-2	0	-0.3	4	-2	-6	11	-2	-7	2
NC(=O)Cn1cc(/C=N\NS(=O)(=O)c2ccc(Cl)cc2)c2ccccc21	1	-1	-0.2	8	1	0	8	1	0	1
COc1ccc(CN(C(=O)c2cccc(OC)c2)C2CCS(=O)(=O)C2)cc1 (stereo not drawn)	-4	-3	0.6	-4	3	-6	-6	2	-2	0
CSCCC(NS(=O)(=O)c1ccc(C)cc1)C(=O)Nc1ccc(C)cn1 (stereo not drawn)	3	-3	0.2	9	3	1	0	-3	2	1
CC1CCCN(S(=O)(=O)c2csc(C(N)=O)c2)C1 (stereo not drawn)	1	5	0.3	3	-1	9	-4	-13	-2	1
COc1cc(NC(=O)C2CC(c3cccc(Br)c3)=NO2)cc(OC)c1OC (stereo not drawn)	2	-4	0.9	0	1	0	4	12	7	2
COc1ccccc1OCCOc1ccc(/C=C2\C(=N)N3N=C(C)SC3=NC2=O)cc1	-30	0	1.9	-17	0	-4	2	-15	-72	-9
CCCC(=O)N1CCC(Cc2ccccc2)CC1	-2	3	-0.1	2	-6	6	-1	6	0	1
O=C(O)CCC(=O)N1N=C(c2ccccc2)CC1c1cccs1 (stereo not drawn)	1	6	-0.2	0	2	-9	3	-3	-1	0
CC(c1ccccn1)C(C)(O)C(C)c1ccccn1 (stereo not drawn)	-10	-6	0.1	1	-2	11	-2	3	-20	-11
O=C(Nc1ccc(SC(F)F)cc1)c1ccccc1F	1	9	0.0	2	-5	6	14	-8	-2	0
Cc1ccc(NC(=O)c2nc[nH]c2C(=O)N[C@@H](C)C(=O)OC(C)(C)C)cc1	14*	-5	-0.6	1	4	-9	21	-23	27*	7
Cc1cccc(C)c1NC(=O)C(c1ccccc1)N1CC(=O)Nc2ccccc21 (stereo not drawn)	-41	-4	16*	-9	-2	-1	-7	10	-131	-234
CC(=O)c1sc2nc(C)cc(C)c2c1N	-88	5	3.6	1	-2	7	-17	0	-321	-323
Cc1noc(/C=C/N(C)C)c1S(=O)(=O)N1CCN(c2ccccc2)CC1	2	-7	1.4	-3	2	-3	2	4	1	-1
Cc1ccc(Cc2c(C)nc3nc(SCC(=O)NCCCN4CCCCCC4)nn3c2C)cc1	-3	-4	0.2	6	-6	-2	10	-6	3	1
CCOc1ccc(OCCn2c(=S)[nH]c3ccccc32)cc1	3	-6	-0.2	4	2	-2	-1	-5	11	0
CCC(C)c1ccccc1NC(=O)COC(=O)c1ccc2c(c1)S(=O)(=O)c1ccccc1C2=O (stereo not drawn)	-1	0	1.0	8	0	-8	0	9	1	3

(list continues)
SMILES	ADAM17 inh	DDE Tn6 FP inh	proKLK7 act	ARFGAP1 inh	LEDGF integ inh	DDE Tn7 FP inh	ASAP1 GAP inh	TDP2 absorb	ADAM10 inh	PLCg1 inh
CCn1c(SCC(=O)Nc2nccs2)nnc1-c1ccc(C)cc1	1	-2	0.2	2	-2	3	-10	-6	3	1
COCCN1CCn2c(nc3cc(Nc4nnc(C)c5ccccc45)ccc32)C1	-4	9	0.1	-8	-2	0	-1	14	-11	-20
O=C(c1ccco1)N1CCN(Cc2nnc(-c3cccc(Cl)c3)o2)CC1	-1	8	0.0	10	-2	1	4	4	-3	-1
O=C(/C=C/c1ccc(OCc2ccccc2)c(OCc2ccccc2)c1)c1cccnc1	4	-3	-0.3	0	-2	1	-1	-11	-2	-9
CC1(C)N=C(SCC(=O)Nc2ccc(Cl)cc2)C(c2ccccc2)=N1	-2	-9	0.3	11	1	2	-4	7	-1	0
Cc1c(Cl)c(-c2n[nH]c(=S)n2CC(C)C)nn1C	0	6	-0.1	-10	-5	-1	-9	-4	-2	1
Cn1cc(C(=O)Nc2ccc(Cl)cc2)c(C(F)(F)F)n1	-1	-8	0.1	6	-3	4	2	5	-3	-1
O=C1Nc2ccccc2C(=O)N2C[C@@H](O)C[C@H]12	-1	-2	-0.3	-14	0	-6	-9	-1	-4	1
CCOc1ccc(-c2nc(C#N)c(NCC3CCCO3)o2)cc1 (stereo not drawn)	-174	4	-2.2	-10	-1	8	7	-2	i	-136
CCN(CC)C(=O)CN(c1ccc(Cl)cc1)S(=O)(=O)c1ccccc1	-1	7	-0.1	-2	1	4	-4	-14	-6	-21
CCOC(=O)c1cc2c(=O)n3cccc(C)c3nc2n(CCCOC)c1=NC(=O)c1cccnc1	i	1	9.2	-3	0	-1	1	-2	i	-331
COCC(=O)Nc1ccc2c(c1)[C@@H]1C[C@H](CC(=O)NCc3cccc(F)c3)O[C@@H](CO)[C@@H]1O2	2	-5	-0.2	7	-1	-5	9	0	-14	1

Assay outcomes as filed in PubChem BioAssay.
